TIM10 inh – growth inhibitors of isogenic TIM10 control yeast, primary screen, counter-screen for tim10-1 yeast inhibitor project, luminescence, uHTS; 1.4% of 330,000 active; S. cerevisiae TIM10 strain growth, BacTiter-Glo luminescence, 24 h; inhibition, % at 10 µM;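 active = inhibition of 40% or more at the single tested concentration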;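 note: wild-type TIM10 isogenic control strain grown at permissive 25 °C; 0% = DMSO yeast wells and 100% = minimal medium wells without yeast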
APOBEC3G inh – APOBEC3G DNA deaminase inhibitors, primary screen, biochemical, fluorescence, single-stranded DNA substrate, uHTS | DNA dC->dU-editing enzyme APOBEC-3G (Homo sapiens), Q9HC16 | recombinant A3G, ssDNA deamination FAM/TAMRA fluorescence | inhibition, % at 20 µM | 0.28% of 330,000 active;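 active = inhibition of at least 40% at 20 µM, with no more than 30% in the related APOBEC3A deaminase screen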;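 note: plate controls were DMSO wells with A3G for no effect and wells lacking A3G enzyme for full effect; some compounds called inactive have numbers as strong as hits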
Target sequence (Q9HC16 whole entry, looked up): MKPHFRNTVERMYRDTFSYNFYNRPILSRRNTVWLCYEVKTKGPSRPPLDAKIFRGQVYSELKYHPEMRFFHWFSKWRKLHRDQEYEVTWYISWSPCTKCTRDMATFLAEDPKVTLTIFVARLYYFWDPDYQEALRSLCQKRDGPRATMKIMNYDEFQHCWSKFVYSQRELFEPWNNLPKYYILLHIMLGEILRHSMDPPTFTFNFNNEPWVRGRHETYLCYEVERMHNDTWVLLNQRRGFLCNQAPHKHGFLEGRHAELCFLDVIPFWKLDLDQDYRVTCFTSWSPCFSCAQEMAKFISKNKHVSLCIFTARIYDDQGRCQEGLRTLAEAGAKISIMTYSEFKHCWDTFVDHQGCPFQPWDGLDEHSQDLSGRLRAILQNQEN
NALP3 yeast inh – NALP3 inflammasome inhibitors in reconstituted yeast, primary screen, luminescence, uHTS. Yeast reconstituted NLRP3/ASC/caspase-1, beta-gal luminescence, 24 h. inhibition, % at 10 µM. 0.39% of 330,000 active. AID 2825, 2010;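 active = inhibition of 50% or more; inactive = inhibition below 50%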;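 note: plate controls were induced DMSO wells for no effect and uninduced yeast grown without galactose for full effect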
mIAP activ – activators of mouse IAP, primary screen, biochemical, luminescence, uHTS; 0.24% of 330,000 active; activation factor at 10 µM; intestinal alkaline phosphatase [Mus musculus]; muIAP, CDP-Star luminescence, 30 min; active compounds read high; 1 = vehicle-only enzyme signal, 0 = enzyme-free wells;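 active = activation factor of at least 2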; note: the source names both 10 and 20 µM as test concentration; values of inactives mirror those of a sister screen read the other way
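Assay system: mouse IAP enzyme / Compound: DMSO-dissolved test compounds / Timing: 30 min, room temperature / Measured by: luminescence from enzymatic CDP-Star hydrolysis / Control set: DMSO-only wells, enzyme-free buffer wells as negative control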
hIAP block – human IAP inhibitors, primary screen, biochemical, luminescence, uHTS. 0.12% of 330,000 active. Intestinal-type alkaline phosphatase (Homo sapiens), P09923. purified IAP, CDP-Star luminescence, 30 min. AID 2544, 2010. inhibition, % at 10 µM;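 active = inhibition reaching a set limit with compound at 10 µM in the primary screen, cut at about 35% in these data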;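 note: plate controls were DMSO wells with enzyme for no effect and no-enzyme buffer wells for full effect; values of inactives mirror those of a sister screen read the other way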
Target sequence (P09923 whole entry, looked up): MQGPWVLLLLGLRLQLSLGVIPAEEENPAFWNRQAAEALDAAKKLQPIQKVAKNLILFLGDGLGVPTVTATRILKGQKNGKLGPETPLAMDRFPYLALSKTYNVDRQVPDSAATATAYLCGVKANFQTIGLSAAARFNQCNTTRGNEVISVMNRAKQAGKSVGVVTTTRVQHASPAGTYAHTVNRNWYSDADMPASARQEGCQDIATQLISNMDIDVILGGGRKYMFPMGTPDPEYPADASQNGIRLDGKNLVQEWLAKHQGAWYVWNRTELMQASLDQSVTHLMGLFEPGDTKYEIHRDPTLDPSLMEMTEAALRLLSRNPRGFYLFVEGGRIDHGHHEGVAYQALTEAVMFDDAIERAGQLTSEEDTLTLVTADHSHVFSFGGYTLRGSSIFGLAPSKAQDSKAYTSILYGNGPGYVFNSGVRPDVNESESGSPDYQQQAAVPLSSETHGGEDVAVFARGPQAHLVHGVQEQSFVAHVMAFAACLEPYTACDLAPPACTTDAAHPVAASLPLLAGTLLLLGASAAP
MIN6 prolif – inducers of MIN6 beta-cell proliferation, primary screen, ATP luminescence, uHTS. proliferation, % at 10 µM. 0.29% of 330,000 active. MIN6 cells proliferation, ATPlite luminescence, 48 h; cells starved in 0.2% serum; 100% = growth in 10% serum;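 active = compounds whose signal lies at least 3.5 SD above the mean of all wells on their plate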;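 note: 0% = DMSO-treated cells in low-serum medium and 100% = 10% serum control; some compounds called inactive have numbers as strong as hits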
APOBEC3A inh – APOBEC3A ssDNA deaminase inhibitors, primary screen, selectivity assay for APOBEC3G inhibitor project, biochemical, FAM/TAMRA oligo cleavage fluorescence; 0.41% of 330,000 active; inhibition, % at 20 µM; DNA dC->dU-editing enzyme APOBEC-3A (Homo sapiens), P31941; recombinant A3A, FAM/TAMRA ssDNA deamination fluorescence;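 active = at least 40% inhibition at 20 µM here, with at most 30% in a related deaminase screen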;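 note: plate controls were A3A with DMSO for no effect and wells lacking A3A enzyme for full effect; some results filed as inactive read as strong as hits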
tim10-1 inh – growth inhibitors of tim10-1 mutant yeast, primary screen, luminescence, uHTS. S. cerevisiae tim10-1 ts strain growth, BacTiter-Glo, 24 h. inhibition, % at 20 µM. 2.2% of 330,000 active. AID 463190, 2010;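 active = inhibition of at least 40%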;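 note: mutant grown at 25 °C; 0% = DMSO wells with yeast and 100% = wells holding no yeast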
mIAP inh – inhibitors of mouse IAP, primary screen, biochemical, luminescence, uHTS; intestinal alkaline phosphatase [Mus musculus]; purified mouse IAP, CDP-Star luminescence, 30 min; inhibition, % at 10 µM; 0.2% of 330,000 active; AID 2806, 2010;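 active = inhibition of at least 40% at 10 µM in the primary screen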;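 note: plate controls were DMSO with enzyme for no effect and no enzyme wells for full effect; values of inactives mirror those of a sister screen read the other way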
* hit, by the source's call.

Results follow in this order: APOBEC3G inh	mIAP inh	NALP3 yeast inh	APOBEC3A inh	MIN6 prolif	hIAP block	mIAP activ	tim10-1 inh	TIM10 inh
O=C(Cc1ccccc1)Nc1nc2ccccc2[nH]1
    -8	16	1	-1	-2	-15	0.83	29	22
CC1CCCCC1NC(=O)CN1C(=O)NC(C)(c2ccc(OC(F)F)cc2)C1=O (stereo not given)
    -6	-3	8	-1	3	9	1	11	-13
Oc1ccccc1N1CCN(C(=S)NCc2ccccc2)CC1
    -16	-14	-5	-11	-2	0	1.1	20	6
N#Cc1c(NC(=O)CCCN2C(=O)c3ccccc3C2=O)oc(-c2ccccc2)c1-c1ccccc1
    -3	17	-11	-2	-4	6	0.83	10	-7
O=C(COC(=O)c1ccccc1-c1ccccc1[N+](=O)[O-])c1ccccc1
    -7	8	6	-2	-2	10	0.92	11	-5
COc1cc2[nH]c(=S)nc(NCCc3ccc(S(N)(=O)=O)cc3)c2cc1OC
    -7	4	24	-1	3	-12	0.96	-11	2
COc1cccc(/C=N/n2c(N)c(S(=O)(=O)c3cccs3)c3nc4ccccc4nc32)c1
    -4	5	-9	0	-2	20	0.95	9	8
O=C(N/N=C/c1ccc(OC(F)F)cc1)c1ccc(CSc2nc3ccccc3[nH]2)cc1
    -6	10	0	-3	-2	-8	0.9	15	-11
CC(Cl)C(=O)N1c2ccccc2CCc2ccccc21 (stereo not given)
    -7	1	8	-1	3	-25	0.99	12	9
Cc1nn(-c2ccc(Cl)cc2Cl)c(C)c1C(=O)O
    -3	1	0	1	0	0	0.99	11	2
CS(=O)(=O)Nc1ccc(N2CCN(c3ccc(C(F)(F)F)cn3)CC2)nc1
    -2	-12	-12	-3	-1	-2	1.1	-1	-3
CCOC(=O)c1c(NC(=O)CN2C(=O)CN(C)C2=O)sc(C)c1C
    -4	-11	1	4	0	2	1.1	-4	-28
COCCCN=CC1=C(O)CC(C)(C)CC1=O
    -5	-2	12	-1	-4	-8	1	11	4
Cc1ccc(S(=O)(=O)NC(CC(N)=O)C(=O)O)cc1 (stereo not given)
    -7	0	13	-6	0	6	1	5	10
COC(=O)C1N[C@@H]([C@@H](NC(=O)COc2ccccc2)C(=O)NC2CC2)SC1(C)C (stereo not given in full)
    -8	-2	13	-3	3	8	1	3	-11
CCCOc1ccc(C(=O)C(CN2CCOCC2)c2ccccc2)cc1 (stereo not given)
    -3	-3	27	-7	-3	0	1	46*	50*
CCOc1cc(/C=N/NC(=O)c2nnn(-c3nonc3N)c2C)ccc1OCc1cccc(F)c1
    -3	2	5	-4	-5	-26	0.98	3	2
C=CCn1c(SCc2ccc(Cl)cc2)nc2cc(C(=O)N3CCC(C(N)=O)CC3)ccc2c1=O
    -5	2	8	-2	-3	1	0.98	17	15
O=C(CCC(=O)c1cccs1)NCc1cccc(Cl)c1
    -3	8	21	2	1	8	0.92	12	10
CCOc1ccccc1NC(=O)C1C2C=CC(O2)C1C(=O)O (stereo not given)
    -2	6	9	-5	-4	5	0.94	-3	6

Molecules shown so far containing a Cl atom, in the order listed:
Results follow in this order: APOBEC3G inh	mIAP inh	NALP3 yeast inh	APOBEC3A inh	MIN6 prolif	hIAP block	mIAP activ	tim10-1 inh	TIM10 inh
CC(Cl)C(=O)N1c2ccccc2CCc2ccccc21 (stereo not given)
    -7	1	8	-1	3	-25	0.99	12	9
Cc1nn(-c2ccc(Cl)cc2Cl)c(C)c1C(=O)O
    -3	1	0	1	0	0	0.99	11	2
C=CCn1c(SCc2ccc(Cl)cc2)nc2cc(C(=O)N3CCC(C(N)=O)CC3)ccc2c1=O
    -5	2	8	-2	-3	1	0.98	17	15
O=C(CCC(=O)c1cccs1)NCc1cccc(Cl)c1
    -3	8	21	2	1	8	0.92	12	10

Further compounds.
Results follow in this order: APOBEC3G inh	mIAP inh	NALP3 yeast inh	APOBEC3A inh	MIN6 prolif	hIAP block	mIAP activ	tim10-1 inh	TIM10 inh
COc1ccccc1C1(CCNC(C)c2cccs2)CCOC(C(C)C)C1 (stereo not given)
    -8	-6	0	-2	-4	11	1.1	26	7
COCc1cc(C)nc(SCC(=O)Nc2nc(C)cs2)c1C#N
    0	1	19	-3	0	-19	0.99	-9	-32
CC(C)(C)OC(=O)N[C@@H](Cc1ccccc1)C(=O)N[C@@H](CO)[C@H](O)[C@@H]1C[C@@H]1C(=O)N1CCCC1
    -6	-10	-2	-4	2	5	1.1	0	2
O=C(COC(=O)Cn1cnc2ccccc2c1=O)NCc1ccccc1
    5	4	6	8	0	-4	0.96	-9	3
CCC(=O)Nc1sc(C(=O)Nc2ccccc2F)c(C)c1C(=O)OC
    -2	8	22	-2	2	10	0.92	-6	5
CCOC(=O)c1c(CC(C)C)csc1NC(C)=O
    -9	13	18	0	-1	-49	0.87	-25	-9
O=C(O)CN(c1ccccc1)C1SC(=O)NC1=O (stereo not given)
    -6	-3	13	-6	-2	-5	1	0	-15
CC(C)N1C(=O)C2C(C(=O)NC3CCCCC3)C3C=CC2(O3)C1C(=O)NC1CCCC1 (stereo not given)
    -4	2	-12	-3	1	1	0.98	0	12
Cc1ccc(-n2nc3c(c2NC(=O)c2cc4ccccc4o2)CS(=O)(=O)C3)cc1
    -2	6	16	0	1	-3	0.94	40*	32
Cc1cccc(/C=N/NC(=O)c2ccc(NC(=O)c3ccccc3C)cc2)n1
    -9	2	16	-3	0	-6	0.98	-29	10
CCOC(=O)c1c(C)[nH]c(C)c1S(=O)(=O)N1CCC(c2ccccc2)C1 (stereo not given)
    -4	-4	8	-2	0	8	1	22	11
O=C(NCC1(c2ccccc2)CCOCC1)c1cccs1
    -9	0	0	2	-2	6	1	14	9
O=C(COC(=O)c1cc2ccccc2cc1O)Nc1ccccc1F
    -7	-3	-5	-2	1	3	1	-5	14
CCCCN1CCN=C1N(C)C
    1	6	14	1	3	8	0.94	6	1
Cc1sc2ncn(CC(=O)NCCCN3CC(C)CC(C)C3)c(=O)c2c1S(=O)(=O)N1CC(C)CC(C)C1 (stereo not given)
    -5	9	17	4	0	-2	0.91	-4	0
Cc1ccc(Cn2cccc2/C=C2/C(=N)N3C=CSC3=NC2=O)cc1
    -8	11	4	-3	0	2	0.89	17	10
O=C(/C=C/c1ccc2c(c1)OCO2)N1CCCCC1
    0	1	33	1	-1	-16	0.99	1	-5
O=C(O)c1c(N2CCCCC2)ccc([N+](=O)[O-])c1N1CCCCC1
    1	8	4	2	-2	-43	0.93	-3	-8
NC(=O)CSc1oc(-c2ccco2)nc1S(=O)(=O)c1ccccc1
    -4	10	21	-4	-4	-3	0.9	3	5
COc1ccc(CNC(=O)CSCc2cccc(Cl)c2)cc1
    2	-10	43	1	-1	3	1.1	2	-13
COc1ccc(NC(=O)c2ccccc2Sc2ccc(NC(C)=O)nc2)cc1
    -2	-6	2	9	-3	-8	1.1	-12	-17
N#Cc1cnc(SCC(=O)N2CCCC2)nc1N
    -3	4	13	-3	4	5	0.95	-12	9
Cc1sc2nc(C3CC3)nc(SCC(=O)N3c4ccccc4CC3C)c2c1C (stereo not given)
    -6	0	6	-2	-4	20	1	17	13
O=C(Nc1ccccn1)c1ccc(Cl)c([N+](=O)[O-])c1
    -5	3	4	3	-1	-3	0.97	16	0
COCCn1c(SCC(=O)N2CCOCC2)nnc1-c1ccncc1
    -5	-6	10	-1	-4	-2	1.1	-10	-7
COc1cccc(OCC(=O)NCC2CCCO2)c1 (stereo not given)
    -2	1	13	-3	1	-14	0.99	-7	5
Cc1nc(SC(C)C(=O)NC2CCCC2)c2ccccc2n1 (stereo not given)
    -7	-2	28	1	1	6	1	10	4
Cc1ccc(N2CC(C(=O)Nc3ccc(S(=O)(=O)NCC4CCCO4)cc3)CC2=O)cc1C (stereo not given)
    -7	2	4	-2	0	12	0.98	-6	-5
Cc1cccc(Cn2nnc3c2C(=O)c2ccccc2C3=O)c1
    -6	15	-4	-5	-6	13	0.85	42*	52*
COc1cccc(-n2nnc3c(=O)n(Cc4ccccc4Cl)cnc32)c1
    -4	0	15	-1	-2	-3	1	-23	-10
O=C(c1cc(Cl)nc2ccccc12)N1CCCCC1
    1	-5	5	-2	-1	10	1	7	13
Cc1ccsc1/C=N/N1CCOCC1
    -9	5	-12	-2	2	-5	0.95	4	12
CCSc1nc(-c2ccc(OC)cc2)n(-c2nc3ccccc3s2)n1
    -5	9	11	-4	-5	12	0.91	19	13
CC(=O)c1ccc(NC(=O)CN2C(=O)NC3(CCCc4ccccc43)C2=O)cc1 (stereo not given)
    -6	0	5	0	2	-12	1	4	2
CSc1ccc(-c2nc(CSCC(=O)N3CCOCC3)c(C)o2)cc1
    -16	17	5	-5	-1	0	0.83	11	17
CCOC(=O)Nc1ccc(S(=O)(=O)N2CCC(C)CC2)cc1
    -1	-15	48	10	-1	2	1.2	27	-6
Cc1cc2oc(C(=O)Nc3ccc(S(=O)(=O)Nc4ncccn4)cc3)c(C)c2cc1Cl
    -5	12	-5	-2	-2	-18	0.88	5	4
O=Cc1ccc2noc(-c3ccc(F)cc3)c2c1
    11	24	6	5	-4	3	0.76	23	1
Brc1ccc2c(c1)CNc1c(ncnc1N1CCOCC1)O2
    5	-2	12	6	-2	-8	1	-4	6
CC(O)c1cccc(NC(=O)Cc2cccc3ccccc23)c1 (stereo not given)
    -6	-6	10	-1	-1	-11	1.1	3	-4
CCC(CC)C(=O)NCc1ccccc1OC
    3	-4	-6	4	4	3	1	-1	0
Cc1ccc(N(CC(=O)NCc2ccc3c(c2)OCO3)C(=O)c2csnn2)cc1
    -9	1	11	0	-1	0	0.99	9	-4
Cc1cccc(-n2ncc3c(NC4CCCCC4)ncnc32)c1
    -6	-7	15	-6	-4	4	1.1	13	2
O=C(CN1CCCCC1)N=Nc1c(O)[nH]c2ccccc12
    -1	-3	4	1	-3	-20	1	0	4
C#CCOCCOCCOCCNc1nc(N2CCN(C(=O)[C@H](CCCCN)n3cc([C@@H](N)CO)nn3)CC2)nc(N2CCN(C(=O)[C@H](CCCCN)n3cc([C@@H](N)CC(C)C)nn3)CC2)n1
    -11	-10	3	-2	-2	-1	1.1	-3	2
Cc1cnc(C(=O)Nc2nnc(C(C)C)s2)cn1
    1	5	-8	3	-2	-5	0.95	23	8
CCc1ccc(Nc2nnc(SCn3nnc4ccccc4c3=O)s2)cc1
    -6	1	-2	-2	0	8	0.99	16	-12
CCOc1ccc(CO[C@@H]2O[C@H](CO)[C@@H](O)[C@H](O)[C@H]2NC(C)=O)cc1OC
    -5	2	-9	-3	6	8	0.97	5	-5
COc1ccccc1/C=C/C=N/NC(=O)c1cnccn1
    1	3	30	3	-1	-14	0.97	13	18
